Screening data (PubChem BioAssay)
hcDAF12 agonist: H. contortus DAF-12 activation, primary screen; HEK293 hcDAF-12 lit1-tk-luc reporter, luminescence; 0% DMSO, 100% Δ7-dafachronic acid; activation, % at 6.8 µM; hit rate 1.4% among 370,000;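 active = activation above the mean of all tested compounds plus 3 SD, cut at about 5.5% in these data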;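 also: 100% = response to 3 µM Δ7-dafachronic acid high control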
hgDAF-12 ag: hgDAF-12 agonism, primary luciferase screen; HEK293 GAL4-hgDAF12 UAS-luciferase reporter, agonist luminescence; normalized to butyrate control; activation, % at 6.8 µM; hit rate 1.8% among 370,000;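 active = activation above a cutoff set at the mean of all screened compounds plus 3 SD, cut at about 10% in these data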;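 also: 0% = DMSO wells and 100% = sodium butyrate wells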
FXN GAA850 act: activators of GAA850 frataxin (FXN) promoter; HEK293 lucGAA850 FXN promoter luciferase reporter, 24 h; percent of 10 µM SAHA response; activation, % at 6 µM; hit rate 0.56% among 360,000; AID 540364;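 active = activation above the average of all compounds screened plus 3 SD, cutoff fixed separately per campaign, cut at about 7.5% in these data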;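 also: 0% = DMSO wells and 100% = 10 µM SAHA wells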
DAX1 inh-1: NR0B1 (DAX1) inhibition. P51843. HEK293 Gal4-DAX1 luciferase reporter, luminescence. inhibition, % at 6.75 µM. hit rate 0.99% among 340,000. AID 504766;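 active = inhibition above the mean over all tested compounds plus 3 SD, cut at about 4.2% in these data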;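 also: 0% = DAX1-transfected cells with DMSO and 100% = empty-vector control cells with DMSO; inhibition shows as a rise in luminescence from relieved DAX1 repression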
DAX1 inh-2: blocks DAX1 repression of SF-1 activated StAR promoter | hit rate 1.1% among 370,000 | AID 652010 | HEK293T StAR-luciferase reporter, SF-1/DAX-1 repression relief | inhibition, % at 6.8 µM;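 active = inhibition above the mean over all tested compounds plus 3 SD, cut at about 3.6% in these data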;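 also: 0% = DAX-1 cells with DMSO and 100% = cells lacking DAX-1 with DMSO; higher inhibition means more luminescence from relief of DAX-1 repression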
ssDAF12 agonist: activators of S. stercoralis DAF-12 nuclear receptor. HEK293 ssDAF-12/GRIP1 lit1-tk-luc reporter, luminescence; % of 3 µM dafachronic acid response. activation, % at 6.8 µM. hit rate 1% among 370,000;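 active = activation above the mean over all tested compounds plus 3 SD, cut at about 0.9% in these data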;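 also: 0% = DMSO-only wells and 100% = 3 µM delta7-dafachronic acid wells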
PLC-beta3 inh: blocks human PLC-beta3 enzyme activity; Purified PLC-beta3, fluorogenic substrate, fluorescence; inhibition, % at 12.2 µM; hit rate 0.18% among 370,000; in the data active = inhibition above about 11%;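 also: 0% = median of compound wells on plate and 100% = full blocker control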
PLC-gamma1 inh: PLC-gamma1 (human) inhibition, primary screen | P19174 | purified PLC-gamma1, fluorogenic substrate, fluorescence | inhibition, % at 12.2 µM | hit rate 0.84% among 370,000; in the data active = inhibition above about 9.5%
ADAM17 inh: ADAM17 inhibition, QFRET primary screen | P78536 | recombinant ADAM17, EDANS/DABCYL FRET peptide cleavage | inhibition, % at 6.95 µM | hit rate 0.83% among 370,000;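 active = inhibition above the mean of compounds lying between control limits plus 3 SD, set per campaign, cut at about 8.5% in these data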;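 also: 0% = DMSO-only wells as the low control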
Target sequence (P78536 215-824 limits assumed): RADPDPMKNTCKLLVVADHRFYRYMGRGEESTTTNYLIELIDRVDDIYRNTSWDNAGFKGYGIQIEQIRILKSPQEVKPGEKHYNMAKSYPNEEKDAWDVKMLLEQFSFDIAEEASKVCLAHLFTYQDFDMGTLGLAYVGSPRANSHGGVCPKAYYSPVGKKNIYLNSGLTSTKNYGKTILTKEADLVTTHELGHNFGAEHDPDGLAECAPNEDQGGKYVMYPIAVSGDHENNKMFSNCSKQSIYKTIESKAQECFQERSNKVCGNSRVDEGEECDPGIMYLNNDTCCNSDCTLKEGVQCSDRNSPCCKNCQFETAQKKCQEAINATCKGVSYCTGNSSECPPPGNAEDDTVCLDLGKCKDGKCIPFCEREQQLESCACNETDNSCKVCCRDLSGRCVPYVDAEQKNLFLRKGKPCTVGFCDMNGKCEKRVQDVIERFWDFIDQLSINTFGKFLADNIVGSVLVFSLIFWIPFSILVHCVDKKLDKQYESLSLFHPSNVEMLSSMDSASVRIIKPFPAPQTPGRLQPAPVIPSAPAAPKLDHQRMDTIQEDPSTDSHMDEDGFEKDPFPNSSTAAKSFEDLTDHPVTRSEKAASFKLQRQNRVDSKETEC
sPLA2-III inh: Inhibits HGIII-sPLA2 liposome hydrolysis, primary screen. Q9NZ20. QFRET BODIPY PC-A2 liposome hydrolysis, fluorescence. inhibition, % at 12.2 µM. hit rate 0.56% among 370,000. AID 743126;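 active = inhibition above mean plus 3 SD of compounds lying within the high and low control bounds, cut at about 19% in these data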;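 also: 0% = median of test compound wells and 100% = no enzyme DMSO wells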
Target sequence (Q9NZ20 whole entry, looked up): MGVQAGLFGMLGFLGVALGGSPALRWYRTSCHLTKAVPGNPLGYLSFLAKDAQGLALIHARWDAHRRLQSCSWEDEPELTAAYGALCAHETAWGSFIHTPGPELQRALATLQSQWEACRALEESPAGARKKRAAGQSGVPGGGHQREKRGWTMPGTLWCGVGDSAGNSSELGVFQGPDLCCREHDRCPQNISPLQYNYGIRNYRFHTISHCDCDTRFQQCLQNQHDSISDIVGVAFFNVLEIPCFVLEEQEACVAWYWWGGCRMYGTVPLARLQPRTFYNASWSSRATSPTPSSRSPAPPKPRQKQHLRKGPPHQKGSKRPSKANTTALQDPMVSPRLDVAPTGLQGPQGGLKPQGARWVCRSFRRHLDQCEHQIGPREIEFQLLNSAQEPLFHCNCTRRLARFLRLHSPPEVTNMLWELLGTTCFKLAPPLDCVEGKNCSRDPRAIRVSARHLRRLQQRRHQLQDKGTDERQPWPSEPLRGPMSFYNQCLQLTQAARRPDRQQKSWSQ
ADAM10 inh: ADAM10 inhibition, QFRET primary screen; O14672; recombinant ADAM10, EDANS/DABCYL FRET peptide cleavage, 3 h; inhibition, % at 7 µM; hit rate 0.62% among 370,000; AID 720582;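 active = inhibition above a per-campaign cutoff equal to the mean of compounds falling between control-based bounds plus 3 SD, cut at about 20% in these data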;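 also: 0% = DMSO wells while the 100% control is not disclosed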
* hit, by the source's call; i = inactive; . = not tested or not shown.

SMILES	hcDAF12 agonist	hgDAF-12 ag	FXN GAA850 act	DAX1 inh-1	DAX1 inh-2	ssDAF12 agonist	PLC-beta3 inh	PLC-gamma1 inh	ADAM17 inh	sPLA2-III inh	ADAM10 inh
Cn1c(=O)c(C(=O)Nc2ccccc2S(N)(=O)=O)c(O)c2ccccc21	2.7	6.6	6.0	3.7	0.8	-0.5	-16	-7	-2	-4	0
O=C(OC1CC2CC1[C@H]1CCCCN1C2=O)N1CCN(C(=O)c2ccccc2)CC1 (stereo partly specified)	-0.8	-3.1	.	.	-0.5	-1.0	3	0	0	6	-7
COc1cc(CNCCO)ccc1OCC(=O)Nc1ccc(Br)cc1	-0.2	2.7	3.4	1.5	1.0	0.1	0	-1	-3	-4	6
CN(C)S(=O)(=O)c1cc(NC(=O)COC(=O)c2nc(Cl)ccc2Cl)ccc1Cl	-1.6	1.0	0.3	1.1	-0.4	-1.4	-2	2	-4	-3	-9
N#Cc1ccccc1Cn1c(-c2cscn2)nc2ccccc21	-1.9	-1.2	-0.7	-1.5	-0.4	-2.1	-4	-3	4	-4	5
COc1ccc(N2CCN(C3C(=O)Nc4ccccc4-n4nnnc43)CC2)cc1 (stereo unspecified)	-0.6	0.2	.	.	-1.2	-0.3	-1	-2	1	2	-9
COc1nc(-c2ccccc2)nc(C)c1CC(=O)O	0.0	-1.5	0.8	-0.3	-0.2	-1.2	-7	1	-5	-1	2
N#CCC(=O)Nc1ccc(C(=O)Nc2ccc3c(c2)OCO3)cc1	-0.6	3.6	-2.7	0.2	0.9	-0.3	-16	-12	0	-29	-1
Cc1nn(C(=O)N2CCOCC2)c(C)c1C	-1.4	0.8	1.4	0.2	0.0	-0.9	-1	3	-3	2	-5
COc1cc(-c2cc3nc4ccccc4n3c(N)c2C#N)cc(OC)c1OC	-2.6	-6.3	-3.6	-2.9	-1.8	-1.2	i	i	-457	5	i
CC(C)=C(NC(=O)c1ccccc1)C(=O)Nc1cccc(C)c1	0.3	-0.8	-2.1	-0.5	-1.2	-1.0	-8	1	-3	4	-12
CCOC(=O)C1=C(COC(=O)c2ncc(Cl)c(Cl)c2Cl)NC(=O)NC1C (stereo unspecified)	-1.8	1.0	4.5	0.6	-0.1	-1.2	2	2	-3	7	1
COc1cc(/C=N/Nc2nc3ccccc3s2)ccc1O	11*	15*	8.9*	4.0	2.3	2.2*	-144	-29	-4	-21	-8
COc1ccc(S(=O)(=O)N2CCC(C(=O)N3CCOCC3)CC2)cc1Cl	-0.7	-2.7	1.5	-0.5	-0.5	-1.3	5	1	1	1	12
O=C(CN(Cc1ccccc1)S(=O)(=O)c1ccccc1)NC1CC1	-1.1	-1.9	-3.4	0.8	-0.1	-2.1	3	1	-3	0	5
Cc1ccccc1CN1C(=O)C(C)S/C1=N/N=C/c1ccco1 (stereo unspecified)	-0.2	-1.0	1.0	0.6	-0.3	-0.7	-7	2	0	-18	0
CCCc1cc(Nc2cccc(OC)c2)n2ncnc2n1	-2.5	-3.0	4.6	-0.2	-0.7	-1.2	0	1	2	-2	-2
Cc1csc(=O)n1CC(=O)OCC(=O)Nc1cc([N+](=O)[O-])ccc1Cl	-1.2	2.5	0.6	0.5	-1.5	-0.4	4	1	-2	3	-2
Cc1ccccc1NC(=O)C(C)OC(=O)c1ccccc1C(=O)N(C)c1ccccc1 (stereo unspecified)	-0.3	-2.7	-2.0	-2.4	0.6	-0.9	-8	1	1	6	-9
CN(C)/C=C(/C(=O)c1ccccc1Cl)S(=O)(=O)c1ccccc1	-1.2	-2.1	1.3	2.9	1.8	-1.0	4	5	3	-4	6
CN(C(=O)COC(=O)/C=C/c1ccccc1)C1CCS(=O)(=O)C1 (stereo unspecified)	-0.9	4.7	-1.3	1.3	0.2	-0.8	-5	-2	-1	14	-8
COc1ccc(C2NC(=O)NC3=C2C(=O)CCC3)cc1 (stereo unspecified)	-0.4	-2.3	-0.3	0.5	0.4	-1.3	-8	-3	-8	2	-11
COc1cccc(OC)c1C(=O)NC(=O)Nc1c(F)cc(F)cc1F	-1.3	1.6	0.5	.	0.0	-0.6	-5	1	1	0	3
COC(=O)c1ccccc1NC1c2ccccc2C(=O)N1c1cccnc1 (stereo unspecified)	0.8	-0.1	2.9	-0.9	-1.0	-0.8	-17	-16	-20	-5	-92
O=C(NC1CC2CCCC(C1)N2C(=O)Nc1ccccc1)c1ccccc1 (stereo unspecified)	-0.9	-2.5	-1.3	1.6	-0.1	-0.7	-2	0	-2	9	-15
N/C(=N\NC(=O)c1ccccc1Cl)c1cc2ccccc2oc1=O	3.7	7.1	3.4	-0.1	0.3	0.4	-4	-46	-3	3	-9
Nc1[nH]c(C(=O)c2ccccc2)c(-c2ccc(Br)cc2)c1C(=O)NCCc1c[nH]c2ccccc12	0.7	4.0	.	.	0.6	-0.2	-4	-6	1	-36	2
c1ccc(-c2nc(N3CCCCCC3)c3ccccc3n2)nc1	-3.0	-10	-3.4	-3.0	-4.3	-1.7	-14	-11	-3	10	0
CC(=O)c1ccc(OC(C)C(=O)NCC2(N3CCOCC3)CCCCC2)cc1 (stereo unspecified)	-1.1	3.3	-0.7	-0.8	0.9	-1.1	8	4	4	-4	-4
CCOc1ccc2nc(SCC(=O)NCc3ccc(S(N)(=O)=O)cc3)[nH]c2c1	-0.8	-0.4	2.1	0.5	0.2	-0.2	-2	-3	-2	-4	-4
COc1ccc(C(C(N)=O)c2ncc(C(F)(F)F)cc2Cl)cc1OC (stereo unspecified)	-0.4	2.1	1.8	0.8	0.3	-0.7	0	3	1	-1	3
CSc1nsc(/C=C/Nc2ccc(C(=O)O)cc2)c1C#N	4.0	-2.3	0.9	-1.4	-0.1	-0.4	-45	-38	-3	-19	-8
COc1ccc(OC/C(O)=C(\C#N)c2nc3ccccc3[nH]2)cc1	1.3	0.5	1.7	2.5	0.3	-1.1	-4	-2	-5	0	-1
Cc1cccc2cc(/C=C/C(=O)c3ccco3)c(Cl)nc12	-0.4	-0.2	2.6	.	0.0	-1.4	-11	-3	2	4	-3
COc1ccc(NC(=O)c2cc(-c3ccc(F)cc3OC)n[nH]2)c(OC)c1	-3.1	-4.1	0.0	.	-0.8	-0.9	3	-2	-3	13	2
COc1ccc(NC(=O)c2sc(=O)n(Cc3ccc(F)c(Cl)c3)c2C)cc1OC	-3.6	-4.9	0.8	.	-0.8	-2.3	0	3	8	-5	13
CC1CCCC(C)N1S(=O)(=O)c1ccc(NC(=O)c2ccccc2C(=O)N2CCOCC2)cc1 (stereo unspecified)	-2.5	-0.4	-4.5	0.6	-0.2	-1.4	3	-2	-4	7	3
c1ccc(-n2nnnc2-n2cnc3ccccc32)cc1	-0.7	1.1	-0.7	0.5	-0.3	-0.7	-9	0	-5	2	-5
O=C(NCCc1csc(-c2cccnc2)n1)c1ccc(Cl)cc1	-2.5	4.5	2.5	-0.1	0.7	-1.6	4	13*	2	-1	15
CS(=O)(=O)Nc1ccc(-c2cn3c(n2)SCC3)cc1	-0.6	3.4	0.1	1.5	0.6	-0.9	-7	2	-3	0	-3
CN(CC(=O)Nc1ccc(F)cc1)C(=O)CCc1nc2sc3c(c2c(=O)[nH]1)CCCC3	-0.7	-1.5	-0.3	0.1	-1.1	-1.4	-16	-14	-6	-5	-24
O=C(NCc1cccs1)C1(S(=O)(=O)c2ccccc2)CC=CC1	-2.2	-2.6	1.2	-0.2	-0.5	-1.2	-1	4	-3	4	1
Cn1nc(N)c2ncc(-c3ccc(Cl)cc3)nc21	0.8	11*	9.7*	3.6	1.0	-0.5	2	1	0	3	-2
CCNc1ccc(C(=O)OCC)cc1NC(=O)c1cccc(S(=O)(=O)N2CCOCC2)c1	-1.5	-1.1	0.2	0.1	-0.1	-0.6	2	2	-1	1	2
CC(C)(C)c1ccc(C(=O)N2CCC2(C)C(=O)Nc2cccc3ncccc23)cc1 (stereo unspecified)	-2.3	-5.0	0.8	.	-1.8	-1.5	-28	-21	-3	-3	-4
CC(=O)N1CC(C)Oc2ccc(S(=O)(=O)NC(CC(=O)O)c3ccc(C)cc3C)cc21 (stereo unspecified)	0.5	1.4	0.9	0.4	-0.2	-1.3	-7	0	0	2	-1
CCC(C)N(C(=O)COC(=O)c1cn(CC)c2nc(C)ccc2c1=O)C1CCS(=O)(=O)C1 (stereo unspecified)	-1.9	-1.2	1.0	1.0	-2.4	-1.2	3	0	-2	4	4
CCc1c(C)c(C#N)c2nc3ccccc3n2c1NC	0.3	0.2	2.6	0.1	-0.5	-0.7	-16	-10	-4	-1	-7
O=C(CSc1ccccn1)N/N=C/c1ccccc1[N+](=O)[O-]	-1.6	1.9	5.2	0.7	0.0	-1.7	5	3	0	-2	-2
CCOC(=O)N1CCN(S(=O)(=O)c2ccc(OC)c(Cl)c2)CC1	-1.3	-1.6	-0.7	-0.2	-0.2	-0.5	4	7	-2	-4	7
c1ccc(CN2CCC(Nc3nc(-c4cccnc4)nc4ccccc34)CC2)cc1	-0.5	1.1	2.0	0.1	0.0	-1.2	-13	-1	-5	-24	-7
CCOc1c(Cl)cc(/C=N/NC(N)=S)cc1OC	-1.9	-0.8	1.9	0.0	-1.6	-1.9	4	-1	-2	13	-6
COc1ccc(NS(=O)(=O)c2ccc(Cl)c(N)c2)cc1Br	-0.6	0.9	0.5	-1.1	-1.2	-1.3	3	1	3	-38	8
Cc1ccc(C(=O)NCc2ccco2)cc1S(=O)(=O)Nc1cccc(Cl)c1	-1.3	3.1	-0.6	1.0	-0.8	-1.8	-1	-1	-1	-34	7
O=C1CN(c2nc3ccccc3n3cnnc23)CC(=O)N1CCc1ccccc1	-0.7	0.1	-1.7	-0.1	-0.2	-0.8	2	2	1	-4	-5
C/C=C1\COC(C(=O)NCc2ccncc2)(C(F)(F)F)C=C1C=C1CCCCC1 (stereo unspecified)	-1.5	-1.4	1.3	-0.4	-0.1	-0.9	0	-2	1	3	4
Cc1cc(OCC(=O)NCCN2CCOCC2)cc(C)c1Br	-3.1	-1.0	-0.6	-0.4	0.3	-1.2	1	1	-3	7	-8
COc1ccc(CN2CCOCC2)cc1OC	-1.9	1.4	-1.1	-1.3	0.5	-1.1	4	-1	-5	1	-5
O=C(NCCc1ccccc1)c1ccc(NC(=O)C2CCCCC2)cc1	1.4	4.9	2.2	0.9	0.1	-0.3	-2	0	-1	-6	0

An excerpt of these results, with two lines to a compound.
Each structure is followed by: hcDAF12 agonist, hgDAF-12 ag, FXN GAA850 act, DAX1 inh-1, DAX1 inh-2, ssDAF12 agonist, PLC-beta3 inh, PLC-gamma1 inh, ADAM17 inh, sPLA2-III inh, ADAM10 inh
COc1ccc(NC(=O)c2cc(-c3ccc(F)cc3OC)n[nH]2)c(OC)c1
    -3.1, -4.1, 0.0, ., -0.8, -0.9, 3, -2, -3, 13, 2
COc1ccc(NC(=O)c2sc(=O)n(Cc3ccc(F)c(Cl)c3)c2C)cc1OC
    -3.6, -4.9, 0.8, ., -0.8, -2.3, 0, 3, 8, -5, 13
